OXTR agonist: human OXTR agonism; P30559; CHO-OTR cells, Fluo-8 calcium fluorescence; normalized: DMSO 0%, oxytocin 100%; activation, % at 3 µM; hit rate 0.32% among 320,000; AID 2435;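 active = activation above the mean of all tested compounds plus 3 SD, cutoff set per screening run, cut at about 20% in these data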;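 note: peak over basal fluorescence ratio from a 100 s FLIPR kinetic read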
Target sequence (P30559 whole entry, looked up): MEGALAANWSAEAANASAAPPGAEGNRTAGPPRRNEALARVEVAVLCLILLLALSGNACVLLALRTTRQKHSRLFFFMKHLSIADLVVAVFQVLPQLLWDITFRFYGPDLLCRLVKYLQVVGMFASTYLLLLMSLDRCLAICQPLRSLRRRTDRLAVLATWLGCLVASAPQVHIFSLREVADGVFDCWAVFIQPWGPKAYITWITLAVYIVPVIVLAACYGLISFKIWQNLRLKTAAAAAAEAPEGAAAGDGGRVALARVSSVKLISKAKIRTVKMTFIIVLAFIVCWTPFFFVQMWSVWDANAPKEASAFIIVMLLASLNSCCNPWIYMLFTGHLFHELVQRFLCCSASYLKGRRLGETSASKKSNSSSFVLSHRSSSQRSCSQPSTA
TAAR1 antagonist: antagonists of human TAAR1; AID 624466; CHO RD-HGA16 TAAR1, Fluo-8 calcium fluorescence, antagonist; Q96RJ0; hit rate 1.5% among 360,000; inhibition, % at 3 µM;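 active = inhibition above a per-plate cutoff, the mean inhibition of test compounds on that plate plus 3 SD, cut at about 49% in these data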;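 note: 0% = DMSO plus EC80 beta-PEA response and 100% = DMSO alone without agonist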
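Test system: RD-HGA16 CHO cells with stable hTAAR1 and Gα16 / Probe or stimulus: EC80 β-phenethylamine stimulus / Times: seeding 17-24 h prior, 75-min 37 °C, 30-min RT dye loading / Detection: Fluo-8 calcium-sensitive fluorescence / Read-out basis: % inhibition scaled between DMSO and EC80 PEA controls / Repeats: singlicate, one well per test compound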
CHO parental Ca: counter-screen: ATP calcium response change in parental CHO cells; parental CHO-K1, ATP-induced calcium, Fluo-8 fluorescence; inhibition, % at 5.6 µM; hit rate 0.63% among 330,000;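 active = inhibition above that plate's mean sample inhibition plus 3 SD, cut at about 26% in these data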;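 note: 0% = ATP-challenged DMSO wells and 100% = DMSO wells without ATP; some compounds past the cut are filed as inactive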
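Test system: parental CHO cells; detection: calcium-sensitive Fluo-8 fluorescence; evaluation: percent inhibition of calcium signal; also added: ATP as calcium-mobilizing challenge; repeats: one well per compound; control set: ATP-challenged DMSO wells low, unchallenged DMSO wells high; compound: single nominal dose of 5.6 µM per compound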
TAAR1 ag: human TAAR1 agonism. Q96RJ0. CHO RD-HGA16 TAAR1, Fluo-8 calcium fluorescence; vehicle wells 0%, saturating PEA agonist 100%. activation, % at 3 µM. hit rate 0.99% among 360,000. AID 624467;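 active = activation above the mean activation of all test compounds in the run plus 3 SD, cut at about 38% in these data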
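test system = CHO RD-HGA16 cells carrying human TAAR1 plus Gα16 | schedule = 17-24 h seeding, 75 min 37 °C dye, 30 min RT | compound dosing = 3 µM single concentration | control set = DMSO and PEA EC100 | replicates = n 1 | signal = Fluo-8 fluorescence, 5 s baseline then 140 s kinetic read | measure = percent activation vs PEA EC100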
V1R ag counter: activates human V1a receptor in oxytocin agonist counter-screen; P37288; CHO-V1R cells, Fluo-8 calcium fluorescence, agonist mode; 0% DMSO, 100% 3 nM vasopressin; activation, % at 3 µM; hit rate 0.25% among 320,000;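 active = activation above the mean activation of all tested compounds plus 3 SD, per screening run, cut at about 20% in these data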;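 note: signal is peak over basal fluorescence ratio across a 100 second FLIPR read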
Target sequence (P37288 whole entry, looked up): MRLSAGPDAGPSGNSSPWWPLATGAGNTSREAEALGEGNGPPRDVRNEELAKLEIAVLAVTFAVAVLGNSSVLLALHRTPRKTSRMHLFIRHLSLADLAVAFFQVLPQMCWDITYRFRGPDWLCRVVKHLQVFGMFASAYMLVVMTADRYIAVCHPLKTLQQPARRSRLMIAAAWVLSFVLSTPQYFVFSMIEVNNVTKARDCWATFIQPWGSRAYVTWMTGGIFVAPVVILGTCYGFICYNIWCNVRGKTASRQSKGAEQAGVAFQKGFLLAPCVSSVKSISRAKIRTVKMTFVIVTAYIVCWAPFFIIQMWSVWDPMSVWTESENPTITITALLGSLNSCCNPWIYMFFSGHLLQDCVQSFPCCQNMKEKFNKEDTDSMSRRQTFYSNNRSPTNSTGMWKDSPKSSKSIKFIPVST
CHRM1 agonist: human M1 muscarinic receptor agonism. hit rate 0.33% among 360,000. AID 588814. activation, % at 3 µM. CHO-K1 hM1, Fluo-8 calcium fluorescence, agonist mode; 0% DMSO, 100% acetylcholine EC100;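 active = activation above the run's mean compound activation plus 3 SD, cut at about 16% in these data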;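 note: peak over basal fluorescence ratio within a 140 s kinetic read after compound addition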
CHRM1 antagonist: human CHRM1 antagonism. P11229. CHO-K1 hM1, Fluo-8 calcium fluorescence, ACh EC80 antagonist. inhibition, % at 3 µM. hit rate 1.3% among 360,000;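 active = percent inhibition above its own plate's cutoff, namely the mean of that plate's compound wells plus 3 SD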;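 note: peak over basal fluorescence ratio during 140 s after agonist addition; 0% = ACh EC80 plus DMSO and 100% = DMSO alone without agonist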
OXTR potentiator: potentiators of human oxytocin receptor; P30559; CHO-OTR cells, Fluo-8 calcium fluorescence, potentiator mode; 0% = oxytocin EC15, 100% = EC100; activation, % at 3 µM; hit rate 0.061% among 320,000; AID 2445;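 active = activation above that plate's cutoff, the mean activation of tested compounds plus 3 SD, cut at about 6.6% in these data, passing the limit was not always enough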;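 note: 100% uses oxytocin at 75 nM as the full agonist control; some results filed as inactive read as strong as hits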
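Assay system: CHO cell line stably expressing human OTR | Also added: Oxytocin at about EC15, sub-maximal agonist stimulus | Times: Compound 6 min at room temperature before oxytocin, 100 s read | Measured by: Fluo-8 intracellular calcium fluorescence, ex 470-495, em 515-575 nm | Controls: EC15 oxytocin alone as 0%, 75 nM oxytocin as 100%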
CHRM1 PAM: positive allosteric modulators of human M1 muscarinic receptor; P11229; CHO-K1 hM1, Fluo-8 calcium fluorescence, ACh EC20; 0% = ACh EC20, 100% = maximal ACh; activation, % at 3 µM; hit rate 0.088% among 360,000; AID 588819; in the data active = activation above about 19%, passing the limit was not always enough
The depositor's hits bear a star; · = not tested or not shown.

1) Cc1cccc(-n2ncc3c(N4CCC5(CC4)OCCO5)ncnc32)c1
2) Cc1ccc(S(=O)(=O)Nc2cccc(C(=O)NCC(c3ccccc3)N(C)C)c2)cc1F (configuration not stated)
3) CNC(=O)COc1coc(CN2CCN(c3ccccc3F)CC2)cc1=O
4) Cc1cc(Cl)ccc1C1=CC(=O)C[C@H](c2ccc(F)cc2)C1
5) O=S(=O)(NCc1ccco1)N1CCCCCC1
6) COc1ccc(CCN(C)C(=O)C2CCN(Cc3cccc(OC)c3OC)CC2)cc1OC
7) CCOc1ccccc1NC(=O)Cc1cccs1
8) COc1ccc(Cl)cc1NC(=S)NCc1ccccn1
9) COc1ccc(NC(=O)CN(c2ccc(Cl)cc2)S(C)(=O)=O)cc1OC
10) C/C(=N\NC(=O)COc1ccccc1F)c1cc2ccccc2o1
compound no.	1	2	3	4	5	6	7	8	9	10
OXTR agonist	-0.5	3.7	0.1	-0.4	0.7	-0.5	-2.0	0.3	·	-0.3
TAAR1 antagonist	7	-9	6	19	-2	-20	-3	-21	-8	16
CHO parental Ca	-1	-33	-8	-21	-10	-4	-17	-3	·	-10
TAAR1 ag	1	8	0	3	2	1	-2	6	8	3
V1R ag counter	1.4	2.0	0.2	1.9	0.3	0.6	-1.4	0.6	·	1.0
CHRM1 agonist	1	-7	-2	-7	-3	-7	-1	-4	-2	-4
CHRM1 antagonist	-17	25	-15	-4	-8	-7	12	-3	-11	2
OXTR potentiator	-6	-10	-1	-4	-3	-10	5	-6	·	2
CHRM1 PAM	9	-18	12	-7	3	-1	-4	10	7	5

11) O=C(Nc1ccc2c(c1)OCO2)C1Cc2c(-c3ccc4c(c3)OCO4)ccnc2O1 (configuration not stated)
12) COCc1nnc(NS(=O)(=O)c2ccc([N+](=O)[O-])cc2)s1
13) CC1Sc2ccccc2N(CC(=O)N(C(C)C)C(C)C)C1=O (configuration not stated)
14) CN(c1ccccc1)S(=O)(=O)c1nnc(NC(=O)C2CCCCC2)s1
15) COc1ccccc1CNC(=O)CSc1ccc(-c2ccncc2)nn1
16) CN1CCN(CCc2cn3ncc(C#N)c3nc2-c2ccc(F)cc2)CC1
17) COc1ccccc1N=c1sc2ccccc2n1C
18) CN1CC(c2ccccc2)C2(SC(=S)N(Cc3ccco3)C2=O)C12C(=O)Nc1ccccc12 (configuration not stated)
19) COC(=O)Cn1nc(-c2ccccc2)n(-c2ccccc2)c1=S
20) O=C(Nc1ccc(Nc2ccccc2)cc1)c1ccc(Cl)cc1
compound no.	11	12	13	14	15	16	17	18	19	20
OXTR agonist	·	1.4	-1.3	-0.1	0.0	0.0	-2.2	-0.2	-0.7	-2.7
TAAR1 antagonist	-8	4	15	-7	-30	0	-13	17	10	24
CHO parental Ca	·	4	-27	-19	-9	11	-12	-20	-17	-29
TAAR1 ag	-2	6	17	3	7	0	3	0	7	-2
V1R ag counter	·	1.0	-0.5	-0.3	2.1	0.6	-2.0	1.0	0.6	-0.5
CHRM1 agonist	-1	-4	-2	0	-4	0	-8	-8	-3	-4
CHRM1 antagonist	-6	5	12	-3	-13	16	-1	3	1	25
OXTR potentiator	·	4	1	-11	-3	-3	0	-11	-6	-8
CHRM1 PAM	2	4	-5	9	7	6	0	-14	0	-10

21) O=C(Nc1ccc(-n2cccn2)cc1)C1CCN(Cc2ccccn2)CC1
22) CC(C)NC(=O)c1n[nH]c(=O)c2ccccc12
23) COc1cccc(CNC(=O)CCS(=O)(=O)c2ccc3c(c2)NC(=O)CO3)c1
24) CC1CN(Cc2csc(-c3ccc(Cl)cc3)n2)CC(C)O1 (configuration not stated)
25) CC1=C(C(=O)N2CCN(c3cc(C)ccc3C)CC2)C2(CCCCC2)OC1=O
26) O=C(NCCC1=CCCCC1)C1CC(=O)N(C2CCCCC2)C1 (configuration not stated)
27) O=C(Nc1ccc(F)cc1)Nc1ccc2ccccc2n1
28) OCCCc1cn(CC2CCCCC2)nn1
29) COc1cccc(-c2nnc(NC(=O)c3ccccc3Br)o2)c1
30) CCCNc1nc(-c2cc(C(=O)Nc3ccccc3)on2)cc(C(C)C)n1
compound no.	21	22	23	24	25	26	27	28	29	30
OXTR agonist	-0.1	-0.2	-0.4	-2.2	0.6	-0.1	-0.3	1.4	-0.8	1.6
TAAR1 antagonist	-22	9	-1	-8	11	15	-2	-6	-23	26
CHO parental Ca	-8	-2	3	-10	5	-10	-3	0	-2	-18
TAAR1 ag	0	7	0	9	0	9	1	11	0	17
V1R ag counter	0.4	1.4	0.1	-0.1	-0.4	0.1	-0.4	0.9	0.1	1.2
CHRM1 agonist	-5	1	-3	-4	4	-4	-1	-3	-3	-6
CHRM1 antagonist	5	-2	0	-5	-12	-4	-11	-8	-17	3
OXTR potentiator	-6	-7	-6	2	4	-2	-11	0	4	-14
CHRM1 PAM	-1	6	3	0	10	3	2	8	10	0

4 compounds from above, arranged by their value in CHRM1 antagonist, high to low:
cpd	SMILES	CHRM1 antagonist
14	CN(c1ccccc1)S(=O)(=O)c1nnc(NC(=O)C2CCCCC2)s1	-3
24	CC1CN(Cc2csc(-c3ccc(Cl)cc3)n2)CC(C)O1 (configuration not stated)	-5
25	CC1=C(C(=O)N2CCN(c3cc(C)ccc3C)CC2)C2(CCCCC2)OC1=O	-12
15	COc1ccccc1CNC(=O)CSc1ccc(-c2ccncc2)nn1	-13

Next structures follow.
31) CCn1c(SCC(=O)Nc2ccc(C)cc2)nc2nc3c(cc2c1=O)CCCC3
32) CC1(C(=O)NS(=O)(=O)c2ccc(F)cc2F)CCN1C(=O)Cc1ccccc1Cl (configuration not stated)
33) COc1ccc(OCc2nn3c(-c4cccc(OC)c4)nnc3s2)cc1
34) O=C(O)CN=C(NS(=O)(=O)c1ccc(Cl)cc1)c1ccc(F)cc1
35) Cc1cnc(C(=O)OCc2ccc(Br)cc2)cn1
36) Cc1ccc(C(=O)N2CCN(c3ccccc3)CC2)cc1NC(=O)c1ccco1
37) CCc1cc(=O)[nH]c(SCCC(F)=C(F)F)n1
38) O=C(COC(=O)c1ccc(O)cc1)Nc1cc(C(F)(F)F)ccc1N1CCOCC1
39) CCOc1ccc(S(=O)(=O)N2CCOCC2)cc1NC(=O)CN1C(=O)NC(C)(c2ccc(C)cc2)C1=O (configuration not stated)
40) O=C(Nc1ccccc1)c1cccc(-c2nnc(-c3ccccc3)o2)c1
compound no.	31	32	33	34	35	36	37	38	39	40
OXTR agonist	-3.0	·	0.8	-0.1	-0.6	0.7	-0.1	9.2	·	-0.6
TAAR1 antagonist	-17	-17	6	12	-3	23	9	9	2	20
CHO parental Ca	-31	·	-15	-7	-2	-9	-10	-27	·	-22
TAAR1 ag	7	3	16	15	-1	4	-1	5	2	14
V1R ag counter	-0.8	·	1.0	0.4	0.1	-0.3	-0.1	6.0	·	-0.4
CHRM1 agonist	-8	-3	0	3	-5	1	-5	5	-4	0
CHRM1 antagonist	-2	-16	-36	-18	2	-9	10	2	-6	-3
OXTR potentiator	-6	·	-12	-6	-4	-8	-25	-9	·	-19
CHRM1 PAM	4	9	7	12	8	16	-7	10	5	7

41) O=C1C=CC(=O)N1c1cccc(-c2ccccc2)c1
42) CCOC(=O)c1[nH]c(CN2CCN(c3ccc(OC)cc3)CC2)c(C(=O)OCC)c1C
43) CCCCN1C(Nc2ccccc2)=NC[C@@H]1C
44) O=C(O)CCN1C(=O)c2ccccc2C1=O
45) c1csc(CCNc2ncnc3sc4c(c23)CCC4)c1
46) CCCS(=O)(=O)N1CCC(C(=O)NCCCOCC)CC1
47) CCOC(=O)C(C)Sc1nnc(Cn2c(=O)sc3ccccc32)n1-c1ccccc1 (configuration not stated)
48) COc1ccccc1C(=O)NCc1nnc(SC(C)C(=O)Nc2nccs2)n1C (configuration not stated)
49) COc1ccc(Cl)cc1NC(=O)COC(=O)CNC(=O)c1ccc([N+](=O)[O-])c(C)c1
50) O=c1c2c([nH]c3ccccc13)CCCCC2
51) COc1ccccc1CNC(=O)CCNC(=O)Cn1ccc2ccccc2c1=O
52) COc1ccccc1-c1sc2ccccc2c1-c1ccc(OCCN2CCOCC2)cc1
compound no.	41	42	43	44	45	46	47	48	49	50	51	52
OXTR agonist	3.8	18	-0.3	0.3	-1.7	-0.4	-0.7	1.3	0.8	0.8	-1.1	·
TAAR1 antagonist	69*	7	-7	2	18	-7	5	-2	4	-30	4	3
CHO parental Ca	27	-12	1	-5	58*	-3	-20	-8	-16	-7	-7	0
TAAR1 ag	15	51*	18	0	-3	5	0	-2	0	0	1	1
V1R ag counter	-0.8	24*	-0.2	1.7	2.5	0.3	-0.5	2.5	-0.1	3.6	-0.6	·
CHRM1 agonist	-1	16*	-7	-1	2	-1	0	-2	-6	1	-2	-2
CHRM1 antagonist	24	3	-5	-1	33*	-7	-3	-9	0	-5	-6	-12
OXTR potentiator	-15	-29	-12	-8	-9	-8	-2	0	-8	-9	-2	·
CHRM1 PAM	-13	-1	6	4	-18	10	3	10	3	6	8	14

Entries of single compounds from above:
CCCS(=O)(=O)N1CCC(C(=O)NCCCOCC)CC1 as listed: OXTR agonist = -0.4; TAAR1 antagonist = -7; CHO parental Ca = -3; TAAR1 ag = 5; V1R ag counter = 0.3; CHRM1 agonist = -1; CHRM1 antagonist = -7; OXTR potentiator = -8; CHRM1 PAM = 10
O=C(O)CCN1C(=O)c2ccccc2C1=O as listed: OXTR agonist = 0.3; TAAR1 antagonist = 2; CHO parental Ca = -5; TAAR1 ag = 0; V1R ag counter = 1.7; CHRM1 agonist = -1; CHRM1 antagonist = -1; OXTR potentiator = -8; CHRM1 PAM = 4

From PubChem
